Y pestis TopoI = inhibitors of Yersinia pestis topoisomerase I. 360,000 compounds, 0.064% hits. Y. pestis Topo-I cleavage product accumulation, plate reader. AID 504884. activity, % at 10 µM; in the data active = activity above about 50%, passing the limit was not always enough; note: inactives centre near 2
Anthrax LF inh2 = anthrax lethal factor protease inhibition | inhibition, % at 10 µM | AID 588501 | 360,000 compounds, 0.12% hits | multiplex microsphere protease cleavage assay, LF | P15917; in the data active = inhibition above about 30%; note: plate controls were buffer without enzyme for full effect and enzyme alone for no effect
VHR inh abs = inhibitors of human VHR1 phosphatase (DUSP3) | P51452 | recombinant VHR phosphatase, pNPP absorbance | inhibition, % at 13.3 µM | 290,000 compounds, 0.52% hits | AID 1654; in the data active = inhibition above about 50%; note: some compounds called inactive have numbers as strong as hits
MazF activator = MazEF (E. coli) toxin RNase activation; FAM/BHQ RNA-DNA oligo cleavage fluorescence, 5 h; P0AE70; 350,000 compounds, 0.32% hits; activation, % at 20 µM; in the data active = activation above about 50%
Rv3671c protease = inhibitors of M. tuberculosis serine protease Rv3671c; P9WHR9; 320,000 compounds, 0.048% hits; inhibition, % at 5.96 µM; in the data active = inhibition above about 38%;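 note: extracellular domain of Rv3671c used as enzyme; 0% = enzyme with DMSO and 100% = no enzyme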
SARS 3CLpro inh = SARS-CoV 3CLpro protease inhibition; inhibition, % at 6 µM; 290,000 compounds, 0.14% hits; P0C6X7; recombinant SARS-CoV 3CLpro, quenched FRET peptide cleavage; in the data active = inhibition above about 12%
Vc quorum ag = quorum light induction in luxS cqsA deficient V. cholerae | V. cholerae BH1578 lux reporter, luminescence, 6 h | activation, % at 18.7 µM | 350,000 compounds, 0.16% hits | AID 588436; in the data active = activation mostly above about 9.7%, no sharp cut-off; note: not every result past the cut was called active; inactives centre near 0; reference of the scale not given here
PfHsp40 yeast = restores yeast growth despite PfHsp40 toxicity; S. cerevisiae expressing PfHsp40, growth rescue, ATP luminescence; growth rescue, % at 12.5 µM; 340,000 compounds, 0.68% hits; in the data active = growth rescue above about 28%, passing the limit was not always enough;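 note: yeast W303a lacking pdr1 and pdr3 grown in galactose medium; growth measured after three days at 30 °C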
TcdB inh = inhibitors of Clostridioides difficile toxin B glycohydrolase | 350,000 compounds, 0.24% hits | TcdB glycohydrolase enzymatic assay, plate reader | AID 652162 | P18177 | inhibition, % at 9.99 µM; in the data active = inhibition above about 10%
PriA SSB inh = inhibitors of Klebsiella pneumoniae PriA binding to SSB C-terminal tail; 430,000 compounds, 0.6% hits; AID 1272365; AlphaScreen SSBct-PriA binding, biotinylated peptide; inhibition, % at 33 µM; in the data active = inhibition mostly above about 37%, no sharp cut-off; inactive = mostly below about 20%;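 note: plate controls were negative control peptide for no effect and reference peptide for full effect; strong numbers were not always called active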
* hit, by the source's call; i = inactive; . = not tested or not shown; + = active, no number; & = joins results of further samples. Some of the compounds tested; count on the stated rates, not on these rows.

smiles	Y pestis TopoI	Anthrax LF inh2	VHR inh abs	MazF activator	Rv3671c protease	SARS 3CLpro inh	Vc quorum ag	PfHsp40 yeast	TcdB inh	PriA SSB inh
COc1ccc(Cl)cc1NC(=O)CSc1nnc(-c2ccco2)o1	4	-3	10	5	-5	-1	0.8	-0.7	19*	-1
Cc1cc(C)cc(Nc2cc(C)nc3nc(C)nn23)c1	1	-4	5	2	-4	-1	-0.2	-1.5	0.6	-3
COc1ccccc1N(C)S(=O)(=O)c1ccc(Cl)c(C(=O)Nc2ccccc2N2CCOCC2)c1	5	-5	.	3	.	.	i	0.2	3.4	11
C/C(=N\NC(=O)c1n[nH]c2c1CCC2)c1cccs1	-1	-6	-7	5	18	2	-0.8	-1.5	-1.7	.
Cc1ccccc1SCC(=O)NCCCn1ccnc1	-4	0	7	4	-14	4	-10	0.2	-0.1	-3
O=S(=O)(CC(O)COc1ccc(Br)cc1)c1ccccc1 (stereo unspecified)	1	4	-12	-6	2	-7	i	1.5	2.5	-3
O=C(NCc1ccccc1)c1onc(CSc2ccc(F)cc2)c1C(=O)NCc1ccccc1	32	-7	.	-2	-24	.	-4.0	-1.6	.	-18
COc1ccc(S(=O)(=O)N(C)CC(=O)NCc2ccccc2)cc1OC	5	8	20	-3	3	0	i	-0.6	1.7	-5
COc1ccccc1NS(=O)(=O)c1ccc(N2CCOCC2)c(NC(=O)c2ccco2)c1	7	4	26	4	-1	0	-0.9	-0.9	0.2	-4
O=C(CCc1nc(-c2ccccc2Cl)no1)Nc1cccnc1	4	-1	16	7	0	5	0.1	-0.3	1.2	-9
O=C1NC(=O)/C(=C\c2ccc(Sc3ccc(Cl)cc3)o2)N1	2	-2	18	16	-4	5	i	1.9	.	-5
CC(/C=C/c1ccccc1)=N\NC(N)=S	-6	-4	19	12	6	-1	0.1	0.2	.	.
CCOC(=O)N1CCN(C(=O)C2CCCN(S(C)(=O)=O)C2)CC1 (stereo unspecified)	5	1	25	3	-5	-5	-0.5	0.6	1.2	-5
CCN(CC(=O)Nc1cc(Cl)ccc1C)C(=O)c1ccc2c(c1)NC(=O)C(C)S2 (stereo unspecified)	16	-5	.	-2	-7	.	i	-0.4	2.2	-5
CC(=O)c1ccc(N2CCN(c3ncc(C(F)(F)F)cc3Cl)CC2)cc1	-1	6	28	-4	-4	0	i	-0.3	.	-18
COc1ccc(S(=O)(=O)NCCCCNS(=O)(=O)c2ccc(OC)cc2)cc1	15	-1	22	-3	-3	2	-0.5	1.0	.	-3
CCCCOc1ccc(C(=O)Nc2ccncc2)cc1	4	-4	-1	4	3	0	-12	0.4	.	-10
CC(OC(=O)CC1CCCCC1)C(=O)Nc1cccc(C#N)c1 (stereo unspecified)	3	.	.	5	-4	.	i	-0.2	1.6	-9
CCOc1cc(/C=N/NC(=O)C2CCCC2)ccc1O	3	-1	23	-2	-5	-2	i	-0.5	3.3	.
CC1=NN(c2ccccc2)C(=O)/C1=C\c1cn(-c2ccccc2)nc1C	-6	0	22	0	-3	0	-0.3	-0.1	0.4	0
O=C(NCCCN1CCCC1=O)c1cc(COc2ccc(F)cc2F)on1	-8	-3	12	4	-6	1	i	0.2	0.3	-14
CCc1nnc(NC(=O)[C@@H]2CCCN2S(=O)(=O)c2ccc3c(c2)OCCO3)s1	-6	2	24	-2	-4	-1	i	4.5	.	-19
Cc1nnc(NC(=O)CSCc2ccccc2)s1	5	-8	2	7	1	-6	1.1	0.9	-1.5	-11&-4
CC(Oc1ccc(Br)cc1Cl)C(=O)Nc1ccncc1 (stereo unspecified)	5	-8	15	11	-1	2	i	1.0	0.6	-9
O=c1c2ccccc2[nH]c2ccc(F)cc12	1	-1	30	7	-4	4	-0.2	0.0	0.8	-20

Filtered by structure, the compounds so far containing a furan ring, fused or not.
smiles	Y pestis TopoI	Anthrax LF inh2	VHR inh abs	MazF activator	Rv3671c protease	SARS 3CLpro inh	Vc quorum ag	PfHsp40 yeast	TcdB inh	PriA SSB inh
COc1ccc(Cl)cc1NC(=O)CSc1nnc(-c2ccco2)o1	4	-3	10	5	-5	-1	0.8	-0.7	19*	-1
COc1ccccc1NS(=O)(=O)c1ccc(N2CCOCC2)c(NC(=O)c2ccco2)c1	7	4	26	4	-1	0	-0.9	-0.9	0.2	-4
O=C1NC(=O)/C(=C\c2ccc(Sc3ccc(Cl)cc3)o2)N1	2	-2	18	16	-4	5	i	1.9	.	-5

3 consecutive compounds already listed, quoted:
smiles	Y pestis TopoI	Anthrax LF inh2	VHR inh abs	MazF activator	Rv3671c protease	SARS 3CLpro inh	Vc quorum ag	PfHsp40 yeast	TcdB inh	PriA SSB inh
Cc1nnc(NC(=O)CSCc2ccccc2)s1	5	-8	2	7	1	-6	1.1	0.9	-1.5	-11&-4
CC(Oc1ccc(Br)cc1Cl)C(=O)Nc1ccncc1 (stereo unspecified)	5	-8	15	11	-1	2	i	1.0	0.6	-9
O=c1c2ccccc2[nH]c2ccc(F)cc12	1	-1	30	7	-4	4	-0.2	0.0	0.8	-20

The list continues.
smiles	Y pestis TopoI	Anthrax LF inh2	VHR inh abs	MazF activator	Rv3671c protease	SARS 3CLpro inh	Vc quorum ag	PfHsp40 yeast	TcdB inh	PriA SSB inh
CC(C)CC(=O)c1c[nH]c(C(=O)NCC2CCCO2)c1 (stereo unspecified)	-2	-4	-4	10	-4	-4	i	1.1	.	-8
COc1ccc(CCN(C(=O)/C=C/C(=O)O)C2CC(=O)N(c3ccccc3)C2=O)cc1 (stereo unspecified)	-4	-3	4	0	-3	6	-0.4	-1.0	0.2	-19
CCc1nnc(NC(=O)CSc2nnc(-c3ccc(NS(=O)(=O)c4ccccc4)cc3)o2)s1	23	-2	30	6	5	1	-2.4	6.6	-0.8	12
COc1cccc(C(NC(=O)C2CCN(CCCOc3ccccc3)CC2)c2ccccn2)c1 (stereo unspecified)	12	4	.	.	.	.	i	.	0.5	.
CC(C)Oc1cccc(C(=O)C2CCCN(Cc3ccc4nonc4c3)C2)c1 (stereo unspecified)	-13	-1	26	0	-7	4	-2.8	-0.7	1.4	-14
Cc1cccc(NS(=O)(=O)c2ccc(C(=O)N3CCN(c4ccccc4O)CC3)cc2)c1C	13	2	11	2	-10	9	-1.3	3.1	0.9	28
Fc1ccc(NCc2nnc(SCc3nnc(-c4ccccc4)o3)n2CC2CCCO2)cc1 (stereo unspecified)	7	-5	-6	3	-4	-2	3.3	-0.1	.	1
CCN(CC(=O)Nc1c(F)cccc1F)C(=O)CSc1nc2ccccc2o1	12	4	.	7	-9	.	0.7	-0.4	0.4	2
O=C1C2C(c3cccc(/C=C/c4ccccc4)c3)CC=CC2C(c2ccc3ccccc3c2)N1Cc1ccccc1 (stereo unspecified)	-1	3	15	-10	-4	.	-0.7	-1.6	0.5	-2
Cn1nc(C(F)(F)F)c(-c2ccc(F)cc2)c1NC(=O)Nc1ccc(F)cc1	0	-11	-11	9	-8	4	-0.3	1.1	1.1	-3
Cc1ccccc1CSCCNC(=S)Nc1ccccc1	-3	-2	34	-17	-2	1	i	1.0	0.5	6
CNC(=O)C(=O)Nc1cc2c3c(c1)CCC(=O)N3CCC2	6	-2	6	4	-1	-2	i	17	1.0	-3
CCN(CC)CCCNc1nnc(C)c(=O)[nH]1	-4	1	37	-1	1	-2	-1.6	0.1	.	-6
COc1ccc(C(CNC(=O)C2CCN(S(=O)(=O)c3ccc(F)cc3)CC2)N(C)C)cc1 (stereo unspecified)	9	-2	-12	+	-6	-1	i	-2.2	-0.8	-11
CCN1CCN(S(=O)(=O)c2ccc(Cl)c(C(=O)NC(C)c3ccccc3Cl)c2)CC1 (stereo unspecified)	-7	2	.	4	-8	.	i	1.0	-4.2	3
CN(C)CCNC(=O)c1cc2c(s1)-c1ccc(Cl)cc1SC2	-30	-1	-20	16	.	2	-0.3	4.7	12*	-10
Cc1ccccc1N1CCN(C(=S)c2ccccc2)CC1	6	1	-3	0	4	-2	-0.3	3.5	.	11

High-throughput results (PubChem BioAssay)
